IMPase inh – IMPase inhibition in cells. P97697. CHO-M1 cells, IP1 accumulation, HTRF TR-FRET ratio. inhibition (IP1 accumulation), % at 46.1 µM. 120,000 tested, under 10 active; active = well fitted curve in the direction sought with a large enough effect in the signal ratio, not every such curve was filed as active; inconclusive = small, poorly fitted or top-dose-only effect, or a change in a side signal; inactive = no such curve, though single readings can be large or run the other way; the % refers to the signal ratio;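 note: cells stimulated with carbachol in lithium chloride buffer; plate controls were DMSO basal wells for no effect and reference inhibitor wells for full effect; higher means more IMPase inhibition seen as more IP1 and lower FRET ratio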
Target sequence (P97697 whole entry, looked up): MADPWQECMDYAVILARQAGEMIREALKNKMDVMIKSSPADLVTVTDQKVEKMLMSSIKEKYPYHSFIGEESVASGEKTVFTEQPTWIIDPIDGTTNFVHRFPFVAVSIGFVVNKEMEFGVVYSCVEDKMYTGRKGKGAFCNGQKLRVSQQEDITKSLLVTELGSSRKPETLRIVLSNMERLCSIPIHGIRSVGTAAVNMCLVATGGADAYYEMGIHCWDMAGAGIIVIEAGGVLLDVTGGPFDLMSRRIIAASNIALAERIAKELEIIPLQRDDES
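Seeded CHO-M1 cells were dosed with compound at up to 46 uM, stimulated with carbachol for 30 min, then lysed in IP-One detection reagents. Higher IP1 lowers the TR-FRET signal.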
PNC inhibitor – inhibitors of perinucleolar compartment assembly; PC3M PTB-GFP, PNC prevalence imaging, 16 h; stronger effect = lower value; activity change (PNC), negative = inhibition, % at 10 µM; actives 3.1% (n = 140,000);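 active = readout at or below -70, meaning at least 70% loss of cells showing the perinucleolar compartment, a nuclear body marking cancer cells; inconclusive = readout between -30 and a set limit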;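 note: plate controls were DMSO wells for no effect and camptothecin positive control wells for full effect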
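Compounds are pinned in duplicate onto adhered PC3M cells stably expressing GFP-tagged PTB and incubated 16 h at 37 C. Cells are then fixed, nuclei stained with Hoechst, and PNC-positive cells counted.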
15-hLO-2 inh – 15-hLO-2 (ALOX15B) enzyme inhibition | O15296 | purified 15hLO-2, xylenol orange hydroperoxide absorbance | Potency, µM (doses to about 57.1 µM), for the others: top-dose activity change, negative = inhibition, usual class: inhibitors | actives 0.56% (n = 110,000) | AID 881; note: potency is the fitted concentration of half-maximal effect; nearly all actives have a fitted effect of over 60% in size; many of its hits are not listed in these tables
Target sequence (O15296 whole entry, looked up): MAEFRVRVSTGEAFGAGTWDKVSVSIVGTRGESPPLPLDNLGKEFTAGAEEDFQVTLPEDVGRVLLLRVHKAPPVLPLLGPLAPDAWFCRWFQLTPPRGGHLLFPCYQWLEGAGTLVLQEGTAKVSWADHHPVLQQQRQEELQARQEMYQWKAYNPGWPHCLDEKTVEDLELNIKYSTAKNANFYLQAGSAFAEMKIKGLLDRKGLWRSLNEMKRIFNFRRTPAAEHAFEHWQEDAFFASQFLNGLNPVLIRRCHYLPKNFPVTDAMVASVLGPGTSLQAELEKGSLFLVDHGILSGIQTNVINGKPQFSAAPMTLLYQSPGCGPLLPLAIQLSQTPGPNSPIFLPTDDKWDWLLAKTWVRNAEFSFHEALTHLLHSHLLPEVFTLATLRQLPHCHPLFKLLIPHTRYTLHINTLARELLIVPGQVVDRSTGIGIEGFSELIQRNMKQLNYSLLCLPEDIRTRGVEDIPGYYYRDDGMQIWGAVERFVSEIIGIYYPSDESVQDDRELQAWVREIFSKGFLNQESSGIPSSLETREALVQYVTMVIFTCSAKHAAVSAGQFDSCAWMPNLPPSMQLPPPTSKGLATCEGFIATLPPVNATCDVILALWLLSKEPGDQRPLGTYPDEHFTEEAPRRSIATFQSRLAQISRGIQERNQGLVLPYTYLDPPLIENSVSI
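Read-out: hydroperoxide product oxidises ferrous iron, measured as xylenol orange complex via the 573-to-405 nm absorbance ratio after 30 min. Reaction: 50 nM enzyme, 15 min compound preincubation, 45 uM arachidonic acid, 90 min RT, Hepes pH 7.5 with Triton X-100.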
12-hLO inh – blocks human 12-lipoxygenase activity. purified 12-hLO, xylenol orange hydroperoxide absorbance. Potency, µM (series often up to 57.1 µM), inactives show at the top dose activity change, negative = inhibition, most hits filed as inhibitors. actives 0.12% (n = 150,000); note: potency is the fitted concentration of half-maximal effect; nearly all actives have a fitted effect of over 55% in size; many of its hits are not listed in these tables
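Hydroperoxide formation by human 12-lipoxygenase from 40 uM arachidonic acid was followed colorimetrically via ferric-xylenol orange complex, using the 573/405 nm absorbance ratio. Enzyme concentration was 150 nM, with 30 min reaction at room temperature.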
* marks the source's active call; other numbers are inactive results; ? = inconclusive; nt = not tested or not shown; & = joins results of further samples; [ ] = dose if it differs, or a comment. Unless noted, calls come from the whole dose curve; as a rule, active = well fitted curve in the direction sought with a large enough effect; inconclusive = small, poorly fitted or top-dose-only effect, or another doubt; inactive = no such curve, though single readings can be large; an effect the other way counts as inactive or inconclusive. Unless noted, % is set by controls: 0 for no effect and ±100 for the full control effect. A portion of the library; the hit share may differ from the screen's.

Fields – 15-hLO-2 inh | PNC inhibitor | 12-hLO inh | IMPase inh
CCC1CSC(Nc2ccc(C(=O)/C=C/c3ccc(Oc4ccccc4)cc3)cc2)=N1 (stereo not drawn)
→ nt | 9 | -8% | nt
O=c1nc(-c2ccccc2)n(-c2ccccc2)c2ncccc12
→ 17% | -3 | 4% | 0
COc1ccc2c(C=Nc3c(C)n(C)n(-c4ccccc4)c3=O)c(O)n(Cc3ccco3)c(=O)c2c1
→ -16%&-17% | 49&-12 | -9%&-8% | 5&13
C[C@@H](CN(C)C)CN1c2ccccc2CCc2ccccc21
→ 39%[activator][25.6 µM] | nt | 14%[25.6 µM] | 18[20.6 µM]
CCc1nnc(NC(=O)CSc2nnc(-c3c[nH]c4ccccc34)n2CCOC)s1
→ 2% | -23 | -1% | 3
CCOc1cc(CNc2ccc(N3CCOCC3)cc2)cc(Br)c1OCC
→ nt | -113* | ? | nt
COc1ccc2c(CC(=O)Nc3ccc(OC)c(NS(=O)(=O)c4ccc(F)cc4)c3)coc2c1
→ -2% | -127* | 5% | 0
CCOC(=O)C1(C)Oc2ccccc2C(c2ccc(OC)cc2)=C1C(=O)OC (stereo not drawn)
→ 15%[0.0915 µM] | nt | -4%[0.00818 µM] | nt
Cc1cc(Nc2ccc3c(c2)OCCO3)n2nc(C)nc2n1
→ 3% | ? | 3% | -3
O=C(Nc1ccccc1N1CCOCC1)C1CCN(S(=O)(=O)c2ccc(F)cc2)CC1
→ nt | -12 | 2% | nt
CCOc1ccccc1NC(=O)CN(c1ccc(C)cc1)S(=O)(=O)c1c(C)n[nH]c1C
→ -6% | 21 | -8% | 16
CC(C)c1ccc(-c2cc(C(=O)NN3CCN(C)CC3)c3ccccc3n2)cc1
→ nt | 25 | -16% | nt
COc1ccc(CNc2nc3ccccc3n2Cc2ccc(Cl)cc2)cc1OC
→ nt | 36 | 0% | nt
O=C(CO/N=C/c1cccc([N+](=O)[O-])c1)NC1CCCCCC1
→ nt | 47 | -3% | nt
CC(=O)N(CCc1ccccc1C)Cc1cc2cc3c(cc2[nH]c1=O)OCO3
→ -1% | -8 | 1% | -1
COc1ccc(OC)c(N(CC(=O)Nc2ccccc2)S(C)(=O)=O)c1
→ -10% | 10 | -5% | 5
CCN1CCCC1CNC(=O)c1csc2c1CCCC2 (stereo not drawn)
→ 3%[11.4 µM] | -85* | 1% | 3[1.84 µM]
O=C(Nc1nnc(-c2cccs2)o1)c1cccc(Oc2ccccc2)c1
→ 32%[activator] | ? | -4% | 5
COC(=O)c1cccc(OCC(O)Cn2cnc3cc(C)c(C)cc32)c1 (stereo not drawn)
→ 33%[activator] | 37 | 4% | 9
CC1CN(C(=O)N2c3ccccc3Sc3ccccc32)C(C)CC1=O (stereo not drawn)
→ -3% | -7 | -6% | 2
O=C(CN1CCOCC1)Nc1cccc(Cl)c1Cl
→ 0% | ? | 3% | 0
COc1nccnc1NS(=O)(=O)c1ccc(NC(=S)NC(=O)/C=C/c2ccc(F)cc2)cc1
→ nt | 23 | ? | nt
O=C(c1cnn2c(C(F)(F)F)cc(-c3cccs3)nc12)N1CCN(C(c2ccccc2)c2ccccc2)CC1
→ nt | 155 | 1% | 0
Nc1cccc(-n2nncc2-c2ccc(Cl)cc2)c1
→ 5% | 12 | -3% | 11
Cc1ccccc1S(=O)(=O)Cc1ccc(C(=O)NCCN2CCCCC2C)o1 (stereo not drawn)
→ 10% | 4 | -9% | 16
Cc1nn2c(-c3cccc(NC(=O)CSc4nc5ccccc5o4)c3)nnc2c2ccccc12
→ -22% | 25 | 2% | 7
CCOC(=O)SC1=N/C(=C\c2ccc(N(C)C)cc2)C(=O)S1
→ ? | 40 | -3% | 11
O=C(NCc1ccccc1Cl)C1CCN(S(=O)(=O)N2CCC3(CC2)OCCO3)CC1
→ ? | 56 | 4% | 2
CCSc1nnc2c(n1)OC(C)(C)Nc1ccccc1-2
→ -1% | 7 | -4% | 0
CC(=O)N(c1c(C)n(C)n(-c2ccccc2)c1=O)C1(C(=O)NC2CCCC2)CCCCC1
→ -1% | 0 | -1% | 10
CC1CC(C)CN(C(=O)COc2ccc(-c3nnco3)cc2)C1 (stereo not drawn)
→ -9% | ? | -4% | -1
O=C(NNS(=O)(=O)c1ccc2ccccc2c1)NC1CCCCC1
→ nt | 82 | 4% | nt
Clc1ccc(C[n+]2csc3ccccc32)cc1
→ nt | 21 | ? | nt
CC1(C)Cc2c(C#N)c(NCc3ccco3)nc(-c3ccco3)c2CO1
→ -11% | ? | -20% | -2
CSc1ccc(N2CCN(CCCNC(=O)Nc3ccccc3F)CC2)cc1
→ 29% | ? | -22% | 4
COc1ccc(N2C(=O)c3ccc(C(=O)OC(C)C)cc3C2=O)cc1
→ nt | -22 | 3% | 12
Cc1cccc(-c2nc(CS(=O)CC(=O)N3CCc4ccccc4C3)c(C)o2)c1 (stereo not drawn)
→ -24% | -106* | -3% | -2
CC(C)Sc1nnc(CNC(=O)C23CC4CC(CC(C4)C2)C3)n1Cc1ccccc1
→ nt | -17 | -2% | 8
Cc1ccc(-c2nnn(CC(=O)N(c3ccccc3F)C(C(=O)NC3CCCC3)c3ccco3)n2)o1 (stereo not drawn)
→ -1% | 18 | -4% | 6
CN(C)C(=O)c1cc(Cl)ccc1Sc1cc(Cl)ccc1Cl
→ -8% | 9 | -2% | -2
COc1ccc(C2=NOC(C(=O)N3CCOCC3)C2)cc1OC (stereo not drawn)
→ -4% | 75 | 0% | -3
CCC(=O)Oc1ccc(/C(CC)=C(\CC)c2ccc(OC(=O)CC)cc2)cc1
→ nt | -23 | -3% | nt
CCn1c(NCc2ccccc2Cl)nc2ccccc21
→ nt | 205 | 0% | -6
COc1ccc(S(=O)(=O)N2Cc3ccccc3CC2C(=O)O)cc1OC (stereo not drawn)
→ 5% | -6 | 3% | 2
CCc1nnc2sc(-c3cc(-c4ccccc4)nc4ccccc34)nn12
→ 7% | -11 | -1% | ?
Cc1[nH]n(-c2cccc3ccccc23)c(=O)c1/C=N/NC(=O)c1cccc([N+](=O)[O-])c1
→ nt | -12 | -8% | nt
Cc1cc(Cl)ccc1OCC(=O)Nc1nc(N)nc(N)n1
→ -4%[11.4 µM] | nt | -8%[11.4 µM] | nt
CC(C1CC2CCC1C2)n1c(COc2ccccc2F)nnc1SCC(N)=O (stereo not drawn)
→ -4% | -27 | -3% | 0
CCC(C(=O)NCc1ccc(OC)cc1)n1nc(C)n2c(cc3occc32)c1=O (stereo not drawn)
→ 0% | -4 | 1% | 12
Cn1cnc2c(N3CCCCC3)nccc21
→ 1% | -23 | 3% | 20
COc1ccc(N(CC(=O)NCC2CCCO2)S(=O)(=O)c2ccc(C)cc2)cc1OC (stereo not drawn)
→ -7% | ? | -5% | -2
COc1ccc(NS(=O)(=O)c2cccc(NC(=O)C34CCC(CC3)C4)c2)cc1
→ nt | 26 | -6% | nt
c1ccc(-n2c(-c3ccco3)nnc2N2CCOCC2)cc1
→ 5% | 8 | 2% | 7
CCOC(=O)c1c(N)sc(C(=O)Nc2ccc3c(c2)OCO3)c1C
→ 1% | ? | -14% | 7
CC1Cc2ccccc2N1C(=O)CO/N=C/c1ccccc1OC(F)F (stereo not drawn)
→ nt | 40 | 2% | 6
C/C(NC(=O)c1cccc(F)c1)=C1/C(=O)C[C@@H]2[C@H]1C2(C)C
→ 2% | 39 | 1% | 5
CSC1(SC2=NCCN2)SC2(NCCN2)S1
→ -4%[11.4 µM] | nt | -2%[11.4 µM] | nt
COc1ccc(-c2cc(-c3ccc(OC)cc3)c(C#N)c(SC)n2)cc1
→ nt | -100* | 3% | -9
COc1cccc(NC(=O)[C@@H]2CCCN2C(=O)C2CCN(S(=O)(=O)c3ccc(C)cc3)CC2)c1
→ -1% | ? | -12% | -3
N#CCCCCN1c2cccc3cccc(c23)S1(=O)=O
→ -6% | -16 | 2% | -6

Whole records, looked up by structure.
CSC1(SC2=NCCN2)SC2(NCCN2)S1 across the screens: 15-hLO-2 inh = -4%[11.4 µM]; PNC inhibitor = nt; 12-hLO inh = -2%[11.4 µM]; IMPase inh = nt
Cn1cnc2c(N3CCCCC3)nccc21 across the screens: 15-hLO-2 inh = 1%; PNC inhibitor = -23; 12-hLO inh = 3%; IMPase inh = 20

(continued)
Fields – 15-hLO-2 inh | PNC inhibitor | 12-hLO inh | IMPase inh
O=C(O)Cc1ccc(C(=O)c2ccc(F)cc2)s1
→ 2% | 32 | -8% | -2
Cc1oc2cc3oc(=O)c4c(c3cc2c1C)CCC4
→ 5% | 58 | 2% | -6
COc1ccc(CN(C)CC(=O)Nc2ccc(N3CCOCC3)cc2)cc1OC
→ nt | 12 | 2% | 4
CC(C)C(=O)Nc1ccc2c(c1)oc1ccccc12
→ -1% | -25 | 7% | 7
C=CCn1c(SCC#N)nc2ccccc2c1=O
→ 0% | -1 | 3% | -7
COc1ccc(CC(=O)Nc2ccc(C(=O)NC(C)(C)C)cc2)cc1
→ nt | -85* | -4% | nt
CC1(C)NC(=O)N(CN2C(=O)NC(C)(C)C2=O)C1=O
→ -1% | 11 | 2% | 3
O=C(c1ccc(Cn2cc(Cl)cn2)o1)N1CCN(Cc2ccc3c(c2)OCO3)CC1
→ 5% | -107* | -22% | 7
COc1ccc(C=O)cc1COc1c(F)c(F)cc(F)c1F
→ 9% | 22 | -4% | -6
CCCC(=O)Nc1nc2ccc(C(=O)OCC)cc2s1
→ -6% | -27 | 6% | 7
Cc1cccc(-n2nc3c(c2NC(=O)c2ccc(S(=O)(=O)N4CCOCC4)cc2)CSC3)c1C
→ 0% | 25 | 2% | 5
O=C(N/N=C/c1ccccc1Cl)c1n[nH]c2c1CCCC2
→ nt | 37 | 1% | nt
Cc1ccc(S(=O)(=O)n2nc(OC(=O)c3cccs3)cc2N)cc1
→ 8% | 67 | -10% | 1
O=c1c(-c2ccc(O)cc2)coc2cc(OC3OC(CO)C(O)C(O)C3O)cc(O)c12 (stereo not drawn)
→ nt | -22 | -1% | nt
COC(=O)NCc1cc2cc(Cl)ccc2[nH]1
→ nt | 14 | 14% | -11
COc1ccc(OCC(O)CNCc2ccco2)cc1 (stereo not drawn)
→ 11% | ? | 2% | 1
O=C(c1cccc(F)c1)N1CCN(C2CCCCC2)CC1
→ -9% | -22 | 7% | -1
COc1ccc(C(=O)Nc2ccc3c(c2)nc(CCNC(C)=O)n3C)cc1
→ 0% | 13 | -1% | 3
CC(C)NC(=O)c1ccccc1NC(=O)/C=C/c1ccc([N+](=O)[O-])cc1
→ -7% | 10 | -2% | 11
CCOC(=O)N1CCN(C(=O)CCCOc2ccccc2)CC1
→ -4% | 3 | 5% | 1
C=Cc1ccccc1Cl
→ 2% | nt | 5% | nt
OCc1nc2ccccc2n1CC(O)Cn1ccc2ccccc21 (stereo not drawn)
→ 10% | 18 | -2% | 9
CCC(=O)N1CCN=C1SCc1ccc(F)cc1
→ 1% | ? | -2% | 5
CCOC(=O)N1CCN(S(=O)(=O)c2ccc(C(=O)Nc3nc4ccc(F)cc4s3)cc2)CC1
→ -4% | -6 | 0% | ?
CC(=O)Nc1ccc(NC(=O)CN(c2cccc(C)c2)S(C)(=O)=O)cc1
→ 7% | 6 | 2% | -3
COc1ccc(NC(=O)c2ccccc2Cl)cc1NC(=O)CN1CCOCC1
→ -4% | ? | -3% | 4
N#Cc1ccccc1Cn1c(=O)n(Cc2ccc(C(=O)NCc3ccco3)cc2)c(=O)c2sccc21
→ nt | 97 | -1% | 6
CC(NC(=S)Nc1ccccc1Cl)C(c1cccs1)N1CCCC1 (stereo not drawn)
→ nt | -12 | -2% | nt
COc1ccc(-c2nnc(SCC(=O)N3CCc4ccccc4C3)o2)cc1
→ 1% | -5 | 1% | 13
O=C(COc1ccc(S(=O)(=O)NC2CCCCC2)cc1)NCc1ccccn1
→ 4% | 63 | 0% | 17
CCn1cc(C2=NOC(C(=O)Nc3ccc4c(c3)OCO4)C2)c(C)n1 (stereo not drawn)
→ -7% | 30 | -3% | 1
COC(=O)c1cc(C(=O)Nc2ccc(S(=O)(=O)NC(C)(C)C)cc2)cc([N+](=O)[O-])c1
→ nt | ? | 6% | nt
C=CCn1c(COc2ccc(Cl)cc2)nnc1SCC(=O)N/N=C/c1cccc(O)c1
→ nt | 108 | 4% | 5
